Screening results (PubChem)
Peg3 imprint = genomic imprint erasure induction | mouse ES Peg3-LacZ reporter, beta-gal luminescence, 40 h | Potency, µM (top dose mostly 60.7 µM), inactives show at the top dose activity change, positive = activation, actives largely listed as activators | 110,000 tested, 0.02% active | AID 1948;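 further: 0% = negative control wells on the plate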
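Each well holds 300 Peg3LacZ-Neo (maternal) female ES cells incubated 40 h at 37C, 5% CO2. LacZ is measured by BetaGlo luminescence, with AC50 and maximum efficacy derived from dose-response curves.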
p53ts 32C tox = kills p53ts cells at the permissive temperature; Potency, µM (series often up to 46.1 µM), without a hit: top-dose activity change, negative = cytotoxicity, most hits filed as cytotoxic; 130,000 tested, 0.93% active; AID 924; H1299-p53A138V at 32C, ATP luminescence viability, 24 h;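 further: 0% = DMSO and -100% = full killing by reference compound; nearly all actives have a fitted effect of over 55% in size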
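Cells: H1299 p53ts (A138V), 600/well, pre-incubated 16–30 h at 37C. Cpd up to 46 uM, 24 h, 32C. Readout: ATPlite luminescence, 20 min RT. Normalization: DMSO vs tamoxifen 100 uM. AC50 by Hill equation.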
p53ts 39C tox = kills p53ts cells at the nonpermissive temperature | H1299-p53A138V viability at 39C, ATP luminescence, 24 h | Potency, µM (titrated, usually from 46.1 µM), without a hit: at the highest dose activity change, negative = cell killing, usual class: cytotoxic | 130,000 tested, 1.5% active | AID 902; further: nearly all actives have a fitted effect of over 55% in size
IkB signaling = suppresses IkB signaling in ABC-DLBCL reporter cells | ABC-DLBCL IkBa-CBG/CBR dual luciferase ratio, 4 h; response scale: scaled: untreated 0%, proteasome inhibitor 100% | Potency, µM (titrated, usually from 57.1 µM), for inactives: top-dose IkBa stabilization activation | 110,000 tested, 0.04% active | AID 445; active means well fitted curve in the direction sought with a large enough effect in the signal ratio, not every such curve was filed as active; inconclusive means small, poorly fitted or top-dose-only effect, or a change in a side signal; the % refers to the signal ratio;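 further: the direction sought is a rising ratio; 0% = basal untreated cells and 100% = reference inhibitor full response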
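In this assay, an IκBα–CBG68 fusion accumulates when IKK-driven degradation is blocked; native CBR normalizes for cell number. OCI-Ly3 cells were treated 4 h with compound and doxycycline, then green and red light read after Chroma-Glo addition.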
Starred values were filed as active, the others as inactive; ? = inconclusive; nt = not tested or not shown; [ ] = dose if it differs, or a comment. Unless noted, the call rests on the fitted dose curve; in most records, active means well fitted curve in the direction sought with a large enough effect; inconclusive means small, poorly fitted or top-dose-only effect, or another doubt; inactive means no such curve, though single readings can be large; an effect the other way counts as inactive or inconclusive. Unless noted, on the % scale 0 is the no-effect control and ±100 the full control effect; potency means the concentration at half of the fitted maximal effect.

item	Molecule	Peg3 imprint	p53ts 32C tox	p53ts 39C tox	IkB signaling
1	COCC(C)n1c(C)cc(C(=O)CSc2nc3ccccc3c(=O)[nH]2)c1C (stereo not drawn)	-20%	-3%	-18%	?
2	Cc1ccc(NC(=O)c2cc(NC(=O)C3CC=CCC3C(=O)O)ccc2N2CCOCC2)cc1 (stereo not drawn)	-14%	-2%	11%	1.7%
3	Cc1cc2ncn(C(=O)N3CCCCCC3)c2cc1C	nt	2%	16%	nt
4	Cc1c2cnn(CC(=O)N3CCN(c4ccc(F)cc4)CC3)c(=O)c2c(C)n1Cc1ccc(F)cc1	-14%[10.9 µM]	-2%	?	?
5	O=c1[nH]c(SCc2cccc(Cl)c2)nc2c1CCC2	-4%[10.9 µM]	1%	-16%	0.4%
6	Cc1nn(CC(=O)Nc2ccc(C(=O)N(C)C)cc2)c(=O)c2ccccc12	11%	3%	6%	0.7%
7	COc1ccc(-n2nnnc2SCC(=O)c2ccc(O)c(O)c2)cc1	-34%[inhibitor]	-15%	-26%	?
8	COc1ccc(-c2noc(-c3nnn(-c4ccc(C(C)C)cc4)c3C)n2)cc1OC	-10%[10.9 µM]	-4%	5%	-0.1%

(list continues)
item	Molecule	Peg3 imprint	p53ts 32C tox	p53ts 39C tox	IkB signaling
9	CC(=O)N[C@@H]1C(O)OC(CO)C(O)C1O (stereo partly drawn)	-17%	7%	-9%	nt
10	CCCOc1ccc(N2CC(C(=O)Nc3ccccc3F)CC2=O)cc1 (stereo not drawn)	-8%	2%	-10%	-1.1%
11	Cc1cccc(Nc2nc(-c3cccs3)cs2)n1	nt	?	-20%	nt
12	Cc1cccc(N2CCN(S(=O)(=O)c3ccc(F)c(C(=O)Nc4cccc(Cl)c4C)c3)CC2C)c1 (stereo not drawn)	-23%[10.9 µM]	10%	-22%	?
13	CCC(=O)Oc1c(Sc2ccc(Cl)cc2)c(C)nn1-c1ccccc1	6%[10.9 µM]	-22%	15%	?
14	O=C(NCC1CCCO1)c1ccc2nc(N3CCCCC3)sc2c1 (stereo not drawn)	-39%[inhibitor]	-14%	-15%	-0.6%
15	CCOc1ccc(C(O)Cc2nc3ccccc3n2C)cc1 (stereo not drawn)	nt	-16%	-1%	nt
16	COc1ccc(C(=O)N2CCN(c3c(C)cccc3C)CC2)cc1OC	-12%	12%	2%	4.8%

Further records follow:
item	Molecule	Peg3 imprint	p53ts 32C tox	p53ts 39C tox	IkB signaling
17	Cc1cc(C)c2c(=O)[nH]c(=O)n(Cc3ccccc3)c2n1	5%	2%	0%	0.5%
18	Cc1ccc(C(C(=O)NCc2ccc(F)cc2)N(C(=O)c2csnn2)C2CC2)o1 (stereo not drawn)	-12%	5%	-24%	2.7%
19	CN1CC(=O)N(CC(=O)Nc2ccc(Cl)c(C(F)(F)F)c2)C1=O	-13%	-1%	-11%	-0.9%
20	CCc1nnc2c3cnn(-c4ccccc4)c3ncn12	-4%	-7%	10%	4.7%
21	O=C(CSc1nnc(CNC(=O)C23CC4CC(CC(C4)C2)C3)n1-c1ccc(F)cc1)Nc1ccc(F)cc1	nt	28%	3%	nt
22	COc1ccc(OC)c(CNC(=O)CCCn2c(=O)c3cccn3c3cccnc32)c1	-5%[10.9 µM]	-2%	-14%	0.0%
23	CCOC(=O)N1CCN(C(=O)c2cn(C)c(=O)c3c2c2ccccc2n3C)CC1	-23%	4%	-5%	-0.9%
24	CC1(C)CC(=O)CC(=Nc2ccc(C(=O)O)cc2)C1	-3%	9%	1%	1.1%

Three entries out of the list above, sorted by the value under Peg3 imprint, descending.
no.	smiles	Peg3 imprint
10	CCCOc1ccc(N2CC(C(=O)Nc3ccccc3F)CC2=O)cc1 (stereo not drawn)	-8%
18	Cc1ccc(C(C(=O)NCc2ccc(F)cc2)N(C(=O)c2csnn2)C2CC2)o1 (stereo not drawn)	-12%
19	CN1CC(=O)N(CC(=O)Nc2ccc(Cl)c(C(F)(F)F)c2)C1=O	-13%

Additional records follow:
item	Molecule	Peg3 imprint	p53ts 32C tox	p53ts 39C tox	IkB signaling
25	CCOC(=O)c1ccc(N2C(=O)Cc3cc(OCC)c(OCC)cc3C2c2ccccc2)cc1 (stereo not drawn)	-13%[10.9 µM]	23%	9%	?
26	Cc1ccccc1Cn1cc(S(=O)(=O)CC(=O)N2CCCCC2)c2ccccc21	-12%	1%	-2%	1.7%
27	CCCCNC(=O)c1cccc(C(=O)NCCCC)c1	-8%	-6%	1%	1.1%
28	CCOc1ccccc1CN1CCc2nc(Nc3ccccc3)ncc2C1	-19%[10.9 µM]	-11%	-24%	?
29	COc1cccc(-c2cc(C(F)(F)F)nc(N3CCN(c4ccccc4)CC3)n2)c1	-3%	-1%	15%	-0.4%
30	CCCCOC(=O)c1cccc(NC(=O)CC)c1	-8%	-1%	-4%	-1.0%
31	COc1cc(NC(=O)CN2C(=O)NC(C)(CC(C)C)C2=O)cc(OC)c1 (stereo not drawn)	-13%	-1%	4%	1.1%
32	O=C1Nc2ccccc2C12Nc1ccccc1S2 (stereo not drawn)	-5%	1%	8%	2.1%

(next part)
item	Molecule	Peg3 imprint	p53ts 32C tox	p53ts 39C tox	IkB signaling
33	Cc1c(NC(=O)c2noc3c2CCc2ccccc2-3)c(=O)n(-c2ccccc2)n1C	-41%[inhibitor]	-13%	-6%	?
34	O=C(CSc1nnc(-c2ccco2)n1CC1CCCO1)N1CCCCC1 (stereo not drawn)	-5%	21%	-2%	1.3%
35	COc1ccc(-c2noc(-c3ccc(NCc4ccccc4OC)c([N+](=O)[O-])c3)n2)cc1	-10%[10.9 µM]	-7%	-18%	?
36	CCOC(=O)c1ccc(NC(=O)c2cnc3c(-c4ccc(F)cc4)c(C)nn3c2C)cc1	-8%[10.9 µM]	1%	-20%	0.5%
37	COC(=O)c1ccc(Cn2nnc3ccccc3c2=O)o1	-14%	0%	-6%	0.0%
38	Cc1ccc2oc(=O)c3cnn(CC(=O)N4CCCCCC4)c3c2c1	12%	3%	4%	-0.5%
39	CCOC(=O)N1CCN(C(=O)c2cn(CC)c3ccc(S(=O)(=O)N4CCCC4)cc3c2=O)CC1	2%	21%	-4%	-1.9%
40	COc1ccc(OC)c(NC(=O)c2cc3cc4ccc(C)cc4nc3s2)c1	-10%[10.9 µM]	-4%	?	4.1%

From entry 5 up to 18, as listed above:
item	Molecule	Peg3 imprint	p53ts 32C tox	p53ts 39C tox	IkB signaling
5	O=c1[nH]c(SCc2cccc(Cl)c2)nc2c1CCC2	-4%[10.9 µM]	1%	-16%	0.4%
6	Cc1nn(CC(=O)Nc2ccc(C(=O)N(C)C)cc2)c(=O)c2ccccc12	11%	3%	6%	0.7%
7	COc1ccc(-n2nnnc2SCC(=O)c2ccc(O)c(O)c2)cc1	-34%[inhibitor]	-15%	-26%	?
8	COc1ccc(-c2noc(-c3nnn(-c4ccc(C(C)C)cc4)c3C)n2)cc1OC	-10%[10.9 µM]	-4%	5%	-0.1%
9	CC(=O)N[C@@H]1C(O)OC(CO)C(O)C1O (stereo partly drawn)	-17%	7%	-9%	nt
10	CCCOc1ccc(N2CC(C(=O)Nc3ccccc3F)CC2=O)cc1 (stereo not drawn)	-8%	2%	-10%	-1.1%
11	Cc1cccc(Nc2nc(-c3cccs3)cs2)n1	nt	?	-20%	nt
12	Cc1cccc(N2CCN(S(=O)(=O)c3ccc(F)c(C(=O)Nc4cccc(Cl)c4C)c3)CC2C)c1 (stereo not drawn)	-23%[10.9 µM]	10%	-22%	?
13	CCC(=O)Oc1c(Sc2ccc(Cl)cc2)c(C)nn1-c1ccccc1	6%[10.9 µM]	-22%	15%	?
14	O=C(NCC1CCCO1)c1ccc2nc(N3CCCCC3)sc2c1 (stereo not drawn)	-39%[inhibitor]	-14%	-15%	-0.6%
15	CCOc1ccc(C(O)Cc2nc3ccccc3n2C)cc1 (stereo not drawn)	nt	-16%	-1%	nt
16	COc1ccc(C(=O)N2CCN(c3c(C)cccc3C)CC2)cc1OC	-12%	12%	2%	4.8%
17	Cc1cc(C)c2c(=O)[nH]c(=O)n(Cc3ccccc3)c2n1	5%	2%	0%	0.5%
18	Cc1ccc(C(C(=O)NCc2ccc(F)cc2)N(C(=O)c2csnn2)C2CC2)o1 (stereo not drawn)	-12%	5%	-24%	2.7%

The list continues.
item	Molecule	Peg3 imprint	p53ts 32C tox	p53ts 39C tox	IkB signaling
41	CCN1CCN(CCNC(=O)c2cn(Cc3ccccc3F)nn2)CC1	-6%	2%	10%	0.3%
42	CCC(=O)Nc1cc(C)c(O)c(-c2nc3ncccc3o2)c1	5%[10.9 µM]	-6%	-2%	-1.4%
43	O=C(c1ccc2c(c1)N(Cc1ccccc1F)C(=O)c1ccccc1S2(=O)=O)N1CCOCC1	-4%[10.9 µM]	12%	-15%	-0.5%
44	O=S(=O)(Nc1ccc(O)c(CN2CCCCC2)c1)c1ccccc1	-1%	-18%	2%	-0.4%
45	CCc1ccc(NC(=O)CSc2nc3n[nH]c(C)c3c(=N)n2-c2cccc(OC)c2)cc1	nt	?	-21%	nt
46	CC(C)c1cnc2c(c1SCc1ccc([N+](=O)[O-])cc1)c(=O)n(C)c(=O)n2C	-10%[10.9 µM]	-3%	-4%	?
47	COc1cc2oc(-c3ccccc3)cc(=O)c2cc1OC	-17%	-16%	-15%	-1.3%[11.4 µM]
48	CCCOc1ccc(NC(=O)C2CC(=O)N(C(C)C)C2)cc1 (stereo not drawn)	-7%	11%	10%	-1.0%

Additional structures follow:
item	Molecule	Peg3 imprint	p53ts 32C tox	p53ts 39C tox	IkB signaling
49	CCOc1ccc(N(CC(=O)NCc2ccccc2)S(C)(=O)=O)cc1	15%	3%	5%	0.8%
50	COc1cccc(NS(=O)(=O)c2ccc3[nH]cc(C(=O)NC(C)c4ccccc4)c(=O)c3c2)c1 (stereo not drawn)	-8%[10.9 µM]	14%	?	?
51	O=C1NCCN1C(=O)N(c1ccccc1)c1ccccc1	-10%	1%	8%	-1.7%
52	COc1ccccc1NC(=O)CSc1nnc(-c2ccco2)o1	-12%	3%	4%	6.3%
53	COC(=O)Nc1nc2ccc(C(=O)c3cccs3)cc2[nH]1	-42%[inhibitor]	-8%	?	?
54	COc1ccccc1NC(=O)COc1ccc(/C=N/n2cnnc2)cc1OC	0%	15%	9%	-0.3%
55	COc1cc(C2/C(=C(\O)c3ccc4c(c3)CC(C)O4)C(=O)C(=O)N2CCCn2ccnc2)ccc1O (stereo not drawn)	-12%	0%	2%	5.5%
56	COc1ccccc1C(c1nnnn1Cc1ccccc1)N1CCN(C2CCCC2)CC1 (stereo not drawn)	nt	-18%	5%	nt

Following part
item	Molecule	Peg3 imprint	p53ts 32C tox	p53ts 39C tox	IkB signaling
57	CC(C)Oc1ccc(C(=O)Nc2ccc3oc(-c4ccncc4)nc3c2)cc1	-7%[10.9 µM]	4%	20%	5.7%
58	O=C(NCc1ccccc1Cl)c1cc(=O)[nH]c2ccc(S(=O)(=O)N3CCCCC3)cc12	-7%[10.9 µM]	2%	-1%	1.1%
59	COc1ccccc1Nc1cc(C(=O)NCCCN2CCOCC2)c2ccccc2n1	-2%	-6%	-8%	5.3%
60	CCOC(=O)c1c(C)oc2cc(Br)c(OC(=O)N3CCOCC3)cc12	-16%	-2%	2%	-0.5%
61	O=C(CSc1nnnn1C1CCCCC1)NCc1cccc(C(=O)O)c1	-19%	1%	-1%	-2.0%
62	COc1ccc2c(c1)CC(C(=O)NCCN1CCN(c3cccc(C)c3C)CC1)CO2 (stereo not drawn)	-9%[10.9 µM]	-7%	-18%	?
63	CCC(C)NC(=O)C(Cc1ccccc1)NS(=O)(=O)c1cccc2nsnc12 (stereo not drawn)	-19%	1%	-6%	0.4%
64	COc1ccc(CCNC(=O)Cc2c(C)c3c(cc(C)c4c(C)coc43)oc2=O)cc1	4%[10.9 µM]	2%	-20%	1.0%

Further results follow.
item	Molecule	Peg3 imprint	p53ts 32C tox	p53ts 39C tox	IkB signaling
65	CCCc1nn2c(=O)cc(COC(=O)c3ccc(NC(=O)C(C)Oc4ccccc4)cc3)nc2s1 (stereo not drawn)	-10%[10.9 µM]	-13%	-12%	0.1%
66	Cc1cc(N=Cc2c(O)ccc3ccccc23)no1	26%	-1%	-5%	6.1%
67	c1ccc(CNn2c(N3CCOCC3)nc3ccccc32)cc1	nt	4%	2%	nt
68	CC(C)(C)n1nnnc1C(c1ccncc1)N1CCN(C2CCCCC2)CC1 (stereo not drawn)	-7%	-6%	0%	0.2%
